EPAC2 ag – qHTS for Agonist of cAMP-regulated guanine nucleotide exchange factor 4 (EPAC2): primary screen; Rap guanine nucleotide exchange factor 4 (Homo sapiens), Q8WZA2; EPAC2 activation, biochemical qHTS; response scale: 100% = 6.5 mM cAMP response; Potency, µM (highest dose often 154 µM), for inactives: top-dose activation, hits mostly activators; hit rate 0.079% among 360,000; AID 720711, 2013; note: potency is the fitted concentration of half-maximal effect; nearly all actives have a fitted effect of over 50% in size
Target sequence (Q8WZA2 whole entry, looked up): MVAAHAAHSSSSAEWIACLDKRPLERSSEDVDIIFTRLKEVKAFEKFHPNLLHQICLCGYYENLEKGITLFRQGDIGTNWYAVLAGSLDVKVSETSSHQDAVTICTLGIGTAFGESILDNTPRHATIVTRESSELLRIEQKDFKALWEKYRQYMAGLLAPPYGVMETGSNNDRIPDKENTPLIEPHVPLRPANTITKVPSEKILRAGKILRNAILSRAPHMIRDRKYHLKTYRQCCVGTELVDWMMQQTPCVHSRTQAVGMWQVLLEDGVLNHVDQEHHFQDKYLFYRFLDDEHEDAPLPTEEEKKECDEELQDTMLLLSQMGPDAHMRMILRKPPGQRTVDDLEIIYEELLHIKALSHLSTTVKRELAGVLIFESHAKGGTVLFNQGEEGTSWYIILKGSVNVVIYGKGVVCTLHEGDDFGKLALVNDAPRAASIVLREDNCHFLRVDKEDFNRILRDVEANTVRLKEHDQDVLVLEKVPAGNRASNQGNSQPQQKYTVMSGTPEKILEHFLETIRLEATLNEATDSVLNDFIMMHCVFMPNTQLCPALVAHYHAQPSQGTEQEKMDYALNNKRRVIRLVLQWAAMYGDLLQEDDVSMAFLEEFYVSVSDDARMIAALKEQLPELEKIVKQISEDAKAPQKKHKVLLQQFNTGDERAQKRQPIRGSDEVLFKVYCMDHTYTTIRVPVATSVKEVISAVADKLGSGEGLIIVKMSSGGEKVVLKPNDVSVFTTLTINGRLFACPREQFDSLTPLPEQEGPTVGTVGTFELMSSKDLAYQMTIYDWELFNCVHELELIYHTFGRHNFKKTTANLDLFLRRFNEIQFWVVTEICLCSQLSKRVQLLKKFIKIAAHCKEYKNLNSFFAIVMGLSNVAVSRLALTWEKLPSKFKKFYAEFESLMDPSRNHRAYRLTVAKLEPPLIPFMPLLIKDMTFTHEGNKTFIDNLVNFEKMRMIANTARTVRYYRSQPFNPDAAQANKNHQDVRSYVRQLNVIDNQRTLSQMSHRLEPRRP
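Fluorescence exchange assay: 100 nM EPAC2 with 250 nM RAP1B-BODIPY-GDP and 50 uM GDP; compounds tested as a concentration-titration series (qHTS). Loss of Rap1-bound BODIPY-GDP fluorescence read at 480/540 nm; data normalized to 6.5 mM cAMP.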
Nrf2 activator – qHTS of Nrf2 Activators. AREc32 ARE-luciferase reporter (MCF7-derived line), luminescence, 24 h. Potency, µM (doses to about 46.1 µM), inactives show top-dose activation, most hits filed as activators. hit rate 0.31% among 410,000; note: potency is the fitted concentration of half-maximal effect; % of control where 0% means no effect; nearly all actives have a fitted effect of over 65% in size
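Cells of the AREc32 ARE-luciferase line are plated in OPTI-MEM containing 5% FBS and left overnight at 37 deg C. Compounds are pinned in, incubation continues 24 hr, and firefly luciferase signal is then measured.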
TGFb inhibitor – qHTS for Inhibitors of TGF-b | HepG2 CAGA-GFP TGF-b/SMAD3 reporter, GFP fluorescence, 18 h; TGF-beta stimulated, 500 pg/mL final | Potency, µM (top dose mostly 46.1 µM), for the others: at the highest dose activity, negative = inhibition, usual class: inhibitors | hit rate 1.2% among 410,000; note: potency is the fitted concentration of half-maximal effect; % is set by controls: 0 for no effect and ±100 for the full control effect; nearly all actives have a fitted effect of over 65% in size
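Cell-based qHTS in HEPG2 carrying a CAGA-GFP Smad reporter; compounds added before 500 pg/mL final TGF-beta, 18 h incubation at 37 degrees C, GFP fluorescence quantified per cell by imaging cytometry.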
ATXN viability – Viability Counterscreen for Primary qHTS for Inhibitors of ATXN expression | S2 cells (HEK-293 line with an ATXN2-luciferase reporter) viability, CellTiter-Fluor protease fluorescence, 24 h | Potency, µM (titrated, usually from 56.7 µM), most hits filed as cytotoxic | hit rate 0.49% among 400,000 | AID 651635, 2014; note: potency is the fitted concentration of half-maximal effect; nearly all actives have a fitted effect of over 40% in size
Nrf2 inh – Nrf2 qHTS screen for inhibitors; Potency, µM (highest dose often 46 µM), inactives show at the top dose activity change, negative = inhibition, actives largely listed as inhibitors; hit rate 2.1% among 360,000; AID 504444, 2011; A549 ARE-Fluc reporter, luciferase luminescence, 18-24 h; note: potency is the fitted concentration of half-maximal effect; % is set by controls: 0 for no effect and ±100 for the full control effect; nearly all actives have a fitted effect of over 60% in size
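Two sequential reads on A549 ARE_Fluc cells exposed to compound for 18-24 h: a CellTiter-Fluor fluorescence read for viability, then a luciferase luminescence read for Nrf2/ARE activity.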
ATXN2 expr inh – Primary qHTS for Inhibitors of ATXN expression; HEK-293 ATXN2-luciferase reporter, luminescence, 24 h; Potency, µM (series often up to 57 µM), for inactives: at the highest dose activity change, negative = inhibition, most hits filed as inhibitors; hit rate 0.72% among 360,000; note: potency is the fitted concentration of half-maximal effect; % is set by controls: 0 for no effect and ±100 for the full control effect; nearly all actives have a fitted effect of over 55% in size
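qHTS (up to 57 uM final) was run with 24 h compound exposure of reporter cells at 37 °C. Each well was multiplexed: SteadyGlo luminescence measured ATXN2-luciferase expression after a fluorogenic Gly-Phe-AFC viability readout (25 uM final).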
IL-2 act – qHTS of IL-2 Activators | hit rate 0.065% among 360,000 | activation, % (series mostly up to about 46 µM) | IL-2 activation reporter assay, cell-based qHTS; stimulated with anti-CD3/CD4/CD28 beads; in transgenic mouse T cells; in the data active = activation above about 50%; inconclusive = mostly about 30% to 49%; note: 0% is about no effect
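Screening format: compound pinned onto unstimulated transgenic mouse T cells, 60 min incubation, then anti-CD3/anti-CD4/anti-CD28 bead stimulation for 18 hours at 37 degrees C, followed by EGFP and DsRed detection.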
A549 viability – Nrf2 qHTS screen for inhibitors: counterscreen for cytotoxicity. Potency, µM (series often up to 46 µM), for inactives: top-dose activity change, negative = cytotoxicity, most hits filed as inhibitors. hit rate 0.16% among 390,000. A549 ARE-Fluc cells, CellTiter-Fluor viability, 18-24 h; note: potency is the fitted concentration of half-maximal effect; % is set by controls: 0 for no effect and ±100 for the full control effect
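A549 ARE_Fluc cells in 5% FBS OPTI-MEM were exposed to compounds in concentration-response for 18-24 h at 37 deg C. Viability was read by CellTiter-Fluor fluorescence (Ex 405/Em 525) after 30 min, before the luciferase read.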
HepG2 viability – qHTS for Inhibitors of TGF-b: Cytotox Counterscreen; HepG2 CAGA-GFP viability, ATP luminescence, 18 h; hit rate 0.76% among 410,000; AID 588856, 2011; Potency, µM (top dose mostly 46.1 µM), for the others: at the highest dose activity change, negative = cytotoxicity, usual class: cytotoxic; note: potency is the fitted concentration of half-maximal effect; some results filed as inactive show a strong effect at the top dose
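HepG2 CAGA-GFP cells (1000/well, DMEM with 1% FBS) received compound, then TGF-beta at 500 pg/mL final, and were incubated 18 hours at 37 degrees C. Viability was read by CellTiter-Glo luminescence. Media-only wells were set as complete cell-killing and DMSO as no toxicity.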
Starred values were filed as active, the others as inactive; i = inactive; ? = inconclusive; nt = no result given; & = joins results of further samples; [ ] = remark or other dose. Unless noted, calls come from the whole dose curve; as a rule, active = well fitted curve in the direction sought with a large enough effect; inconclusive = small, poorly fitted or top-dose-only effect, or another doubt; inactive = no such curve, though single readings can be large; an effect the other way counts as inactive or inconclusive. Compounds as they come; any-hit rate near 4.3%.

molecule	EPAC2 ag	Nrf2 activator	TGFb inhibitor	ATXN viability	Nrf2 inh	ATXN2 expr inh	IL-2 act	A549 viability	HepG2 viability
COc1ccc(N2CCN(C(=O)CSCc3nc(-c4ccccc4Cl)oc3C)CC2)cc1	nt	-2.2%	-7%	nt	1.8µM*	nt	nt	4%	-41%
Cc1ccc(C)c(CSc2nnc(-c3cccnc3)n2N)c1	15%	-0.4%	-6%	i	5%	0%	-0.7	nt	1%
O=C1NC(CCc2ccccc2)C(=O)N1Cc1ccc(Br)cc1 (centres undefined)	5%	0.1%	29%	i	-19%	-27%	0.2	9%	0%
Cc1cccc(NC(=O)c2cn(-c3ccccc3)nc2-c2ccccc2)c1C	nt	2.9%	?	?	?	-6%	nt	1%	3%
COc1ccc(-c2noc(-c3ccc(N4CCN(c5ccc(OC)cc5)CC4)c([N+](=O)[O-])c3)n2)cc1	nt	0.6%	?	i	27%	3%	nt	-1%	-11%
CC(=O)N1CCc2c(sc(NC(=O)CS(=O)(=O)c3ccc(F)cc3)c2C(N)=O)C1	3%	0.4%	-8%	?	?	1%	1.8	-3%	-22%
CC(C)(C)C(=O)NC(=S)Nc1ccccc1C(N)=O	3%	-0.4%	-18%	?	5%	8%	-2.3	-6%	-3%
COc1ccc(C(C)=O)cc1CSc1nc2cc(Cl)ccc2o1	3%	4.3%	-2%	i	-20%	-11%	0.2	10%	6%
CSc1cccc2sc(NC(=O)C3=COCCO3)nc12	4%	3.2%	-14%	i	22%	18%	0.7	-1%	-12%
O=C(CCN1C(=O)C2CC=C(Cl)CC2C1=O)NC1CCCCC1 (centres undefined)	7%	0.1%	-3%	i	?	9%	-0.1	1%	2%
COc1ccccc1-c1nnc(SCC(=O)NC2CCS(=O)(=O)C2)n1N (centres undefined)	9%	0.6%	0%	i	5%	-16%	0.7	-1%	-35%
COc1ccc(N(CC(=O)NC2CCCC2)C(=O)CCC(=O)Nc2cc(C)on2)cc1OC	8%	0.1%	0%	i	-2%	-5%	-2.4	3%	-29%
COc1ccccc1OCCN1CSC(=S)N(C)C1	-4%	6.0%	?	?	9%	28µM*	-1.7	0%	-21%
C[C@@H]1CN([C@@H](C)CO)C(=O)c2cc(Br)cnc2O[C@H]1CN(C)C(=O)c1ccccc1F	9%	0.1%	3%	i	nt	4%	-3.2	nt	9%
Cc1cc(=O)oc2c(C(=O)c3ccccc3)c(OCC(N)=O)ccc12	9%	-0.8%	-2%	i	-26%	nt	-0.6	0%	7%
CC(Oc1cccc(Cl)c1)C(=O)N(C)CC(=O)Nc1ccc(N2CCOCC2)cc1 (centres undefined)	0%	0.7%	0%	i	?	-13%	-0.2	-5%	-17%
CC(C)Oc1cccc(C(=O)C2CCCN(C(=O)c3cc(C(F)(F)F)[nH]n3)C2)c1 (centres undefined)	1%	-0.2%	-12%	i	-18%	-17%	-1.5	-3%	-2%
O=C(NC1CCCC1)c1cccc2c1C(=O)c1ccc(N3CCCCC3)cc1S2(=O)=O	56µM*	-0.3%	-15%	i	-16%	2%	2.2	?	-14%
O=C(NNC(=O)C1CCCN(S(=O)(=O)c2ccc3ccccc3c2)C1)C1CC1 (centres undefined)	4%	3.2%	-5%	i	?	-12%	-0.9	1%	-15%
Cc1nn(C)c(C(=O)N2CCN(C(=O)c3ccco3)CC2)c1Br	-1%	-0.3%	-40%	i	8%	-1%	0.0	-1%	4%
CCOC(=O)CC(=O)CSc1nc2sc(C)cc2c(=O)n1Cc1ccco1	10%	0.8%	-7%	i	-17%	-5%	-3.1	-13%[1.84 µM]	2%
O=C(CC(=O)c1cccc([N+](=O)[O-])c1)Nc1ccccc1Cl	10%	6.6%	?	i	3%	-5%	-0.7	10%	-9%
COc1ccc(C(=O)COC(=O)c2ccc3c(c2)OCCO3)c(OC)c1	2%	3.6%	-18%	i	?	22%	-0.6	-6%	-2%
COc1cc2c(cc1OC)CN(CC(=O)Nc1cccc(C)c1)CC2	-12%	-0.2%	18%	i	-17%	2%	-0.4	-2%	0%
COc1ccc(Nc2c(-c3ccc(Cl)cc3)nc3cnccn23)cc1OC	nt	4.9%	-18%	?	-1%[9.27 µM]	-22%	nt	3%	-19%

Complete entries, quoted from the list. Order of values: EPAC2 ag	Nrf2 activator	TGFb inhibitor	ATXN viability	Nrf2 inh	ATXN2 expr inh	IL-2 act	A549 viability	HepG2 viability
CC(C)(C)C(=O)NC(=S)Nc1ccccc1C(N)=O in the list: 3%	-0.4%	-18%	?	5%	8%	-2.3	-6%	-3%
Cc1ccc(C)c(CSc2nnc(-c3cccnc3)n2N)c1 in the list: 15%	-0.4%	-6%	i	5%	0%	-0.7	nt	1%
COc1ccc(C(=O)COC(=O)c2ccc3c(c2)OCCO3)c(OC)c1 in the list: 2%	3.6%	-18%	i	?	22%	-0.6	-6%	-2%
O=C(CCN1C(=O)C2CC=C(Cl)CC2C1=O)NC1CCCCC1 (centres undefined) in the list: 7%	0.1%	-3%	i	?	9%	-0.1	1%	2%

Later entries:
molecule	EPAC2 ag	Nrf2 activator	TGFb inhibitor	ATXN viability	Nrf2 inh	ATXN2 expr inh	IL-2 act	A549 viability	HepG2 viability
CCOc1ccc(-c2nnc(SCC(=O)NCc3ccccc3)o2)cc1	nt	-1.1%	-3%	i	-8%	112%[activator]	nt	4%	-12%
c1ccc(C[n+]2cccc3c4ccccc4ccc32)cc1	-6%	-0.4%	?	i	nt	?	-0.6	?	-35%
COc1cc(C(C)=O)cc(OC)c1O	-6%	0.3%	20%	i	7%	9%	1.6	-1%	33%
O=C(NCCCNCCCNC(=O)c1ccccn1)c1ccccn1	-4%	-1.0%	0%	i	2%	3%	-1.6	-3%	6%
Cc1ccccc1-c1cc2nc(NCc3cccnc3)n(C)c(=O)c2s1	8%	0.7%[9.22 µM]	9%	i	nt	1%	0.1	nt	-12%
CC1CCCCN1CCCNC(=O)CN1C(=O)c2cccnc2Oc2ccc(Cl)cc21 (centres undefined)	8%	-0.3%&0.3%	?	i	-4%&25%	-5%	0.1	-3%&0%	-1%&2%
Cc1ccc(S(=O)(=O)N2CCN(c3nc(-n4cnc5ccccc54)nc4ccccc34)CC2)cc1	nt	nt	21%	nt	18%	nt	nt	1%	-20%
O=C(COc1ccccc1Cl)NC(=O)NC1CCCCC1	5%	0.0%	0%	i	?	22%	-4.4	-4%	-1%
CC(Oc1ccc2c3c(c(=O)oc2c1)CCCC3)C(=O)NCC(O)c1ccccc1 (centres undefined)	10%	3.5%	4%	i	?	nt	-0.8	2%	-21%
Cc1ccc(C)c(C(=O)COC(=O)Cn2c(C)csc2=O)c1	6%	2.1%	8%	i	2%	7%	0.9	2%	1%
CCCCn1c(C)cc(C)c(S(=O)(=O)c2ccccc2C)c1=O	-3%	-0.2%	-15%	i	8%	-11%	-1.8	1%	0%
CN(C)c1ccc(/C=N/NC(=O)c2nonc2N)cc1[N+](=O)[O-]	6%	3.1%	25%	i	2%	-4%	0.1	-8%	-42%
COc1ccc(N2CCN(CC(O)COc3ccccc3[N+](=O)[O-])CC2)cc1 (centres undefined)	1%	-0.1%	-13%	i	-2%	-10%[11.3 µM]	-0.9	2%	7%
O=C(O)c1ccc(N2C(=O)c3cccc4cccc(c34)C2=O)cc1	0%	3.5%	-4%	i	2%	-1%	0.1	-1%	7%
COc1ccc(NC2c3ccccc3C(=O)N2c2ccccn2)cc1 (centres undefined)	6%	0.0%	4%	?	-12%	2%	-3.4	-13%	3%
O=C(CCC1CCN(Cc2ccccc2O)CC1)NC1CC1	0%	0.2%	3%	i	5%	nt	1.4	4%	1%
COc1ccc(CC2S/C(=N/N=C/c3ccc(O)cc3)NC2=O)cc1 (centres undefined)	19%	0.5%	35%	i	-28%	4%	-0.7	7%	20%
CCc1nnc(NC(=O)CSc2nc3c(c(=O)n2C)SC(C)C3)s1 (centres undefined)	0%	4.9%	-1%	?	-11%	0%	-1.3	0%	1%
COc1ccccc1-c1cc(NC=O)c2ncc(-c3ccc(F)cc3)n2c1	-3%	8.1%	-24%	i	nt	?	-1.0	nt	5%
CC(C)CCn1c(=O)c2sccc2n2c(CCCC(=O)NC(C)c3ccccc3)nnc12 (centres undefined)	nt	-0.3%	-19%	nt	12%	nt	nt	-1%	-7%
CCn1c(=O)n(CC(=O)Nc2cccc(OC)c2)c(=O)c2ccccc21	-16%	-0.7%	0%	i	-2%	0%	0.2	-4%	-12%
Cc1ccc(S(=O)(=O)NNC(=O)c2snnc2C)cc1	-9%	0.3%	14%	i	7%	2%	-1.0	-1%	0%
CCOc1cc(C)c(C(C)C)cc1S(=O)(=O)N1CCN(C)CC1	4%	0.0%	-5%	i	3%	0%	0.2	21%	1%

Screening data deposited in PubChem BioAssay by National Center for Advancing Translational Sciences (NCATS).
